# TDP1 block = qHTS Assay for Inhibitors of Tyrosyl-DNA Phosphodiesterase (TDP1); AID 485290, 2010; Potency, µM (series often up to 130 µM), for the others: top-dose activity change, negative = inhibition, hits mostly inhibitors; recombinant TDP1, AlphaScreen DNA substrate cleavage; Tyrosyl-DNA phosphodiesterase 1 (Homo sapiens), Q9NUW8; 350,000 tested, 0.28% active; further: nearly all actives have a fitted effect of over 40% in size
# Target sequence (Q9NUW8 whole entry, looked up): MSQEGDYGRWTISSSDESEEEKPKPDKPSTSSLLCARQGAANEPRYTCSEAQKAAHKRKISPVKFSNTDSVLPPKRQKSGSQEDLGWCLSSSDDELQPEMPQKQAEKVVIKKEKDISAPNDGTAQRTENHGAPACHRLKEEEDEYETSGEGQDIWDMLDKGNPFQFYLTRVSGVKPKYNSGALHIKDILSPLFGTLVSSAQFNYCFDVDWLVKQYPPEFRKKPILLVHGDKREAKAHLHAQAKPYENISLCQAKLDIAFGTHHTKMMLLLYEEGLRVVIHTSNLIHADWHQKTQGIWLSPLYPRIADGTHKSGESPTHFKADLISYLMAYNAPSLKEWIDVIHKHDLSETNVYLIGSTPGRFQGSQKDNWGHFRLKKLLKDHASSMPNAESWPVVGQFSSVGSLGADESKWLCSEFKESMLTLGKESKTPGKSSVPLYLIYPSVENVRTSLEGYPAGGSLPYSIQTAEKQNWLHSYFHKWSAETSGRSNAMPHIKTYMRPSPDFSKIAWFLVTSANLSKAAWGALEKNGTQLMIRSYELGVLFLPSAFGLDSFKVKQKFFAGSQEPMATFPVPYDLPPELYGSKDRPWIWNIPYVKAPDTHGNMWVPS
#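 Signal: AlphaScreen proximity between streptavidin donor and anti-FITC acceptor beads on intact substrate. Reaction: Tdp1 1 nM, substrate 15 nM final, 5 min RT after 15 min compound preincubation.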
# TDP1 cell noCPT = qHTS for Inhibitors of human tyrosyl-DNA phosphodiesterase 1 (TDP1): qHTS in cells in absence of CPT; DT40 Tdp1-/- hTDP1 cells, no CPT, ATP luminescence, 48 h; Potency, µM (top dose mostly 46.2 µM), for the others: at the top dose activity change, negative = growth inhibition, actives largely listed as inhibitors; 420,000 tested, 15% active; further: nearly all actives have a fitted effect of over 55% in size
#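 Seeded 400 DT40-hTDP1 cells/well (vehicle DMSO, no 20 nM CPT); pinned compounds; ≥48 hr at 37 °C; CellTiter-Glo luminescence as viability measure.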
# DT40 TDP1 CPT = qHTS for Inhibitors of human tyrosyl-DNA phosphodiesterase 1 (TDP1): qHTS in cells in presence of CPT; chicken DT40 Tdp1-/-;hTDP1 cells + 20 nM CPT, ATP luminescence, 48 h; Potency, µM (doses to about 46.2 µM), without a hit: at the highest dose activity change, negative = growth inhibition, hits mostly inhibitors; 420,000 tested, 12% active; further: nearly all actives have a fitted effect of over 55% in size
#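 Cell growth measured by CellTiter-Glo luminescence after a minimum 48 h, 37 C compound exposure with 20 nM CPT in Tdp1-knockout DT40 cells stably expressing hTDP1, seeded 400/well; qHTS titration format.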
# * marks the source's active call; other numbers are inactive results; ? = inconclusive; . = not tested or not shown; & = joins results of further samples; [ ] = dose if it differs, or a comment. The call rests on the fitted dose curve; in most records, active means well fitted curve in the direction sought with a large enough effect; inconclusive means small, poorly fitted or top-dose-only effect, or another doubt; inactive means no such curve, though single readings can be large; an effect the other way counts as inactive or inconclusive. On the % scale 0 is the no-effect control and ±100 the full control effect; potency means the concentration at half of the fitted maximal effect.
No.	structure	DT40 TDP1 CPT	TDP1 block	TDP1 cell noCPT
1	Cc1ccc(CNC(=O)C2CCCN(S(=O)(=O)c3ccc4c(c3)oc(=O)n4C)C2)cc1 (stereo not given)	-10.5%	6.4%	?
2	Cc1ccc(-c2nn(-c3cccc(F)c3)cc2CN2CCN(c3ccccn3)CC2)o1	?	4.8%	23.1µM*
3	COc1ccccc1CNC(=O)CCCn1c(=O)c2ccccc2n(CC(=O)Nc2ccc(C)cc2Cl)c1=O	14.6µM*	-6.4%	-24.6%
4	O=C(CCC1CCCC1)Nc1cccn(Cc2ccccc2Br)c1=O	-4.3%	.	0.9%
5	COc1cccc(C2=CC(c3cccs3)n3nnnc3N2)c1 (stereo not given)	2.31µM*	3.4%	3.26µM*
6	O=C(N/N=C/c1cccc([N+](=O)[O-])c1)c1ccc(CN2CCOCC2)cc1	-11.4%	4.7%	-3.3%
7	COc1ccc(CCNC(=O)c2cccc(NC3=NC4CS(=O)(=O)CC4S3)c2)c(OC)c1 (stereo not given)	-4.1%	.	-4.4%
8	Cc1ccc(OCC(=O)Nc2ccc3nc(SCCOc4ccccc4)sc3c2)cc1	?	-5.7%	10.3µM*
9	CCn1c(CN2CCCCC2)nc2cc(NC(=O)c3cccc([N+](=O)[O-])c3)ccc21	18.4µM*	5.7%	23.1µM*
10	Cc1nnnn1CC(=O)Nc1ccccc1[N+](=O)[O-]	0.0%	-6.7%	0.9%
11	COc1ccc(CC(=O)OCC(=O)NC2CCCCC2)cc1OC	2.9%	0.0%	0.5%
12	COc1ccccc1CC(=O)Nc1ccc2nc(Nc3cccc(C(F)(F)F)c3)cc(C)c2c1	7.31µM*	-2.5%	5.8µM*
13	CCOc1ccc(Oc2ccccc2NC(=O)CSCC(=O)Nc2cc(C)on2)cc1	23.1µM*	0.2%	13µM*
14	Cn1c(=O)c2ccccc2n(CC(=O)NCCC2=CCCCC2)c1=O	-25.4%	2.0%	-26.7%
15	Cc1cc(N2C(=O)C(O)=C(C(=O)c3cc4ccccc4o3)C2c2ccc([N+](=O)[O-])cc2)no1 (stereo not given)	9.5%	8.0%	3.1%
16	CCCN(Cc1cc2cc(OC)ccc2[nH]c1=O)C(=O)c1ccco1	29.1µM*	.	16.4µM*
17	CCN(c1ccccc1)S(=O)(=O)c1nnc(NC(=O)C2CCCCC2)s1	3.2%	7.8%	-0.6%
18	Cc1c(NC(=O)C2C3C=CC(C3)C2C(=O)O)c(=O)n(-c2ccccc2)n1C (stereo not given)	-18.3%	.	-8.5%
19	COc1ccc(CNC(=O)Cn2nc([N+](=O)[O-])cc2C)cc1	1.5%	.	7.3%
20	CN(C)c1ccc(C(=O)Nc2ccc(S(=O)(=O)Nc3nccs3)cc2)cc1	-4.6%	1.7%	-4.2%

# Another view of some results above:
13: CCOc1ccc(Oc2ccccc2NC(=O)CSCC(=O)Nc2cc(C)on2)cc1
- DT40 TDP1 CPT: 23.1µM*
- TDP1 block: 0.2%
- TDP1 cell noCPT: 13µM*

14: Cn1c(=O)c2ccccc2n(CC(=O)NCCC2=CCCCC2)c1=O
- DT40 TDP1 CPT: -25.4%
- TDP1 block: 2.0%
- TDP1 cell noCPT: -26.7%

# (listing goes on)
No.	structure	DT40 TDP1 CPT	TDP1 block	TDP1 cell noCPT
21	COCCNc1ccc2cc(S(=O)(=O)N3CCCCC3)ccc2n1	-8.3%	2.6%	?
22	CCC(=O)Nc1cc2nn(-c3ccccc3)nc2cc1Cl	1.5%	-6.2%	-0.7%
23	CCNC(=O)C1(C)CCCN(C(=O)c2cc(C)nn2C(C)(C)C)C1 (stereo not given)	-2.9%	.	-23.3%
24	Cc1cc(C)n(Cc2ccc(F)cc2)c(=O)c1C#N	-1.4%	2.8%	9.1%
25	COc1ccccc1CN1CCC(n2nccc2NC(=O)CCc2ccccc2)CC1	-28.4%	3.8%	9.0%
26	Cc1nc2c(C(=O)NCCC(C)C)c[nH]n2c(=O)c1Cl	3.2%	2.6%	-21.1%
27	CC(=O)N1CCc2c(sc3c2c(=O)n(Cc2ccccc2)c(=O)n3Cc2ccc(Cl)cc2)C1	?	-2.9%	29.1µM*
28	Cc1ccc(-n2c(-c3cc(C)n(C)n3)n[nH]c2=S)cc1	-8.2%	-1.1%	-5.5%
29	CCCC[C@@H]1CC2=C(C(=O)OC(C)(C)O2)[C@H](c2ccc(C(C)C)cc2)O1	-29.0%	.	?
30	CCCNC(=O)C1CCN(S(=O)(=O)c2cccs2)CC1	7.3%	0.0%	8.7%
31	Fc1ccc(F)c(C2=NNC(=Nc3ccccc3F)SC2)c1	?	0.0%	16.4µM*
32	Cc1c(OCC(=O)NCC2CCC(C(=O)O)CC2)ccc2c(-c3ccccc3)cc(=O)oc12 (stereo not given)	-26.2%	.	-19.6%
33	O=C(Cc1ccccc1)Nc1ccccc1C(=O)N1CCN(c2ccccc2)CC1	-6.9%	9.6%[56.1 µM]	-9.3%
34	CC(C)(NO)/C(=N\O)c1ccc(Cl)cc1	-16.7%	-6.6%	-21.5%
35	Cc1ccc(S(=O)(=O)N(C)C)cc1NC(=O)COC(=O)C1COc2ccccc2O1 (stereo not given)	4.1%	-2.7%	0.5%
36	C[C@H](NC(=O)c1[nH]cnc1C(=O)Nc1ccc(Cl)cc1)C(=O)OC(C)(C)C	?	-1.2%	?
37	CCN1C(=O)[C@H]2[C@@H](c3ccc(C)cc3)N3C(=O)N(c4cccc(Cl)c4)C(=O)[C@@]3(CC)[C@H]2C1=O	-6.5%	0.4%	1.2%
38	Cc1ccnc(NC(=O)CCC(=O)N(CC(=O)NCc2ccc(F)cc2)Cc2ccccc2)c1	-22.3%	0.8%	?
39	COC(=O)Nc1nc2ccc(Sc3ccccc3)cc2[nH]1	0.517µM*	5.5%	0.517µM*
40	Cc1ccc(-n2ncc3c(N4CCN(CCO)CC4)ncnc32)cc1Cl	11.6µM*	5.2%	?
41	C=CCn1c(SCC(N)=O)nnc1-c1ccccc1O	3.4%	-5.9%	-0.8%
42	CC(C)(C)N1CC(C(=O)Nc2cccc(Cl)c2Cl)CC1=O (stereo not given)	25.8%	.	-6.6%
43	CCc1ccc(S(=O)(=O)NC(=S)Nc2ccccc2)cc1	?	5.4%	?
44	Cc1ccc(-c2nc3cnccn3c2Nc2ccc3c(c2)OCO3)cc1	?	11.0%	?
45	CC(C)(C)c1ccc(-c2conc2N)cc1	?	6.5%[56.1 µM]	?
46	Cc1[nH]c(=O)[nH]c(=O)c1S(=O)(=O)Nc1ccc(S(N)(=O)=O)cc1	13.7%	.	17.8%
47	COC(=O)c1cc(NC(=O)c2c(C)noc2C)ccc1N1CCOCC1	-14.1%	0.1%	1.2%
48	CCOC(=O)C1(CCCc2ccccc2)CCN(Cc2cn(CC)nc2C)CC1	?	-5.4%	?
49	COc1cc(OC)c(OC)cc1CNCc1ccc2c(c1)OCO2	-6.7%	5.9%	?
50	Cc1cccc(NC(=S)N/N=C/c2ccc3c(c2)OCO3)c1	?	1.3%	?
51	Cc1cc(NC(=O)CSc2nnc(Cc3cccn3C)n2CCc2ccccc2)no1	-11.7%	5.3%	-18.7%
52	O=C1N/C(=N/N=C/c2ccco2)SC1Cc1ccccc1 (stereo not given)	-18.5%	-3.5%	?
53	CCCCNC(=O)Oc1ccc(C(=O)N2c3ccccc3NC(=O)C2C)cc1 (stereo not given)	-20.2%	.	?
54	CCc1[nH]nc2c1C(c1ccncc1)C(C#N)=C(N)O2 (stereo not given)	-11.5%	6.9%	-8.7%
55	Cc1ccc(CNC(=O)CCS(=O)(=O)c2ccc3nc(C)sc3c2)cc1	-30.0%	.	?
56	C[C@H](CO)N1C[C@H](C)[C@@H](CN(C)C(=O)Nc2ccc(F)cc2)Oc2cc(Br)ccc2S1(=O)=O	?	.	?
57	COc1cc(/C=N/NC(=O)/C(=C/c2ccccc2)CCO)ccc1O	0.1%	2.7%	-16.8%
58	CC(=O)c1ccc(S(=O)(=O)N2CCCCC2C(=O)O)cc1 (stereo not given)	9.1%	0.5%	-13.3%
59	Cc1nc(-c2ccc(F)cc2)c(CC(=O)N2CCN(S(=O)(=O)c3ccc(F)cc3)CC2)s1	?	3.4%[56.1 µM]	?
60	COc1cc2c(cc1OC)[C@@H](c1ccccc1)CN(C)CC2	-20.5%	.	15µM*
61	O=C(O)c1cccc2cccnc12	2.1%	3.6%	-13.8%
62	COc1ccc(-n2c(=O)c(-c3ccc(Cl)cc3)nc3cnc(N(C)C)nc32)cc1	-20.2%	.	-2.1%
63	COc1ccc(OC)c(/C=N/NC(=O)CNC(=O)c2cccc3ccccc23)c1	-0.1%	0.4%	11.6%
64	COC(=O)C1=C(C)NC(=O)C1(NS(=O)(=O)c1ccc(NC(C)=O)cc1)C(F)(F)F (stereo not given)	-2.2%	0.0%	-0.6%
65	CCn1cc(C(=O)NC(C)c2ccccc2)c(=O)c2cc(S(=O)(=O)N3CCc4ccccc4C3)ccc21 (stereo not given)	?	0.0%	16.4µM*
66	O=C(c1ccccc1)c1ccc(OCCn2cnc3ccccc3c2=O)cc1	-6.5%	0.0%	-6.8%
67	CCn1c(N2CCN(C(=S)NCCc3ccccc3)CC2)nc2ccccc21	?	3.9%	25.9µM*
68	O=C(/C=C/c1ccccc1)Nn1c(-c2cccs2)nc2ccccc2c1=O	?	0.6%	?
69	N=c1c(C(=O)NC2CCCC2)cc2c(=O)n3ccccc3nc2n1CC1CCCO1 (stereo not given)	5.3%	.	6.0%
70	Cc1cc2ncn(S(=O)(=O)c3ccc(S(N)(=O)=O)cc3)c2cc1C	-12.6%	.	-36.1%
71	COCc1nnc(NC(=O)c2ccc(NC(C)=O)cc2)s1	-2.2%	2.6%	-14.7%
72	COC(=O)[C@H]1[C@H](CCc2ccccc2)NC(=O)N(Cc2ccccc2)[C@@H]1C	?	7.7%[12.3 µM]	?
73	COc1cc(C(=O)N2CCC2(C)C(=O)NC(C)C)cc(OC)c1OC (stereo not given)	0.8%	.	3.2%
74	O=c1c(-c2cc(F)cc(F)c2)nc2cnc(N3CCOCC3)nc2n1C[C@H]1CCCO1	9.0%	.	13.2%
75	COc1cccc(NC(=O)C(Sc2nnc3ccccn23)c2ccccc2)c1 (stereo not given)	-19.1%	0.0%	-29.0%
76	Cc1sc(NC(=O)c2ccco2)c(C(c2ccc(F)cc2)N2CCN(C)CC2)c1C (stereo not given)	?	4.8%	?
77	Cc1ccc(-c2cn3cccnc3n2)cc1NC(=O)Cc1ccccc1	3.9%	-2.2%	2.1%
78	CCN(CC)C(=O)Cn1c(=O)n(Cc2ccc(F)cc2)c(=O)c2sccc21	9.2µM*	.	?
79	CN(C)S(=O)(=O)c1cccc(NC(=O)c2ccc3c(c2)OCCO3)c1	14.6µM*	-1.5%	14.6µM*
80	CCOC(=O)C1CCCN(c2nc3ccccc3nc2C(C#N)C(=O)OCCOC)C1 (stereo not given)	?	3.3%	20.6µM*

# (more compounds)
No.	structure	DT40 TDP1 CPT	TDP1 block	TDP1 cell noCPT
81	Cc1cccc2c1NC1(CCCC1)CC2C (stereo not given)	?	.	?
82	Cc1ccccc1N(C(=O)CCCC(=O)Nc1ccccn1)C(C(=O)NC1CCCC1)c1ccc(O)cc1 (stereo not given)	-9.8%	3.4%	?
83	CC1(C)C(=O)Nc2ccccc2N1C(=O)COc1ncnc2ccccc12	-2.9%	0.0%	-3.5%
84	O=C(Cn1ncn2c(cc3ccccc32)c1=O)NCCC1=CCCCC1	-23.5%	-3.5%	?
85	O=C(c1ccc2nc[nH]c2c1)N1CCN(c2cccc(Cl)c2)CC1	?	4.9%	-15.2%
86	COC(=O)C1=C(C)NC(C)=C(C(=O)OC(C)C)C1c1cccc2nonc12 (stereo not given)	?	2.9%&8.3%	?
87	CC(=O)Nc1ccc(Br)c(Cl)c1	-17.6%	-2.4%	-9.5%
88	O=C(/C(=C/c1ccncc1)n1ccnc1)c1ccc(Cl)cc1Cl	16.4µM*	5.6%	13µM*
89	O=C(NCC(c1cccs1)S(=O)(=O)c1cccs1)c1ccc(Cl)cc1 (stereo not given)	?	7.8%	18.4µM*
90	CNC(=S)N/N=C/c1cn(CCOc2ccccc2OC)c2ccccc12	3.66µM*	8.2%	6.51µM*
91	O=S1(=O)CCN=C2SC3=C(CCCC3)N21	-17.4%	4.2%	-8.0%
92	O=C(Nc1ccc(N2CCOCC2)c(Cl)c1)c1ccccc1F	2.1%	-7.1%	-20.7%
93	CCOC(=O)C(C(C)C)C(N)Cc1ccc(F)cc1 (stereo not given)	-15.5%	-2.3%	?

# Source: PubChem (National Center for Advancing Translational Sciences (NCATS))
